From PubChem
TDP-43 yeast inh: rescues yeast growth from TDP-43 toxicity; hit rate 1.8% among 410,000; TDP-43 expressing yeast growth rescue, BacTiter-Glo, 24 h; Potency, µM (highest dose often 46.1 µM), inactives show top-dose growth rescue (activation), usual class: activators; note: potency is the fitted concentration of half-maximal effect; % of control where 0% means no effect; nearly all actives have a fitted effect of over 50% in size
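Galactose-induced TDP-43 yeast, OD600=0.02, compound pinned; 24 hr, 30 deg C; BacTiter-Glo luminescence for growth. Inhibitors of TDP-43 toxicity read as activators.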
aSyn yeast inh: inhibitors of alpha-synuclein toxicity in yeast. hit rate 0.14% among 370,000. AID 652106. Potency, µM (doses to about 46.1 µM), for inactives: top-dose growth rescue (activation), hits mostly activators. Yeast expressing alpha-synuclein, growth rescue, BacTiter-Glo, 24 h; note: potency is the fitted concentration of half-maximal effect; % of control where 0% means no effect; nearly all actives have a fitted effect of over 65% in size
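Rescue of yeast growth: cells expressing toxic alpha-synuclein, induced in galactose at OD600 0.02, incubated with compound 24 h at 30 C. ATP luminescence quantified growth; inhibitors of toxicity appear as activators.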
PTHR1 ag: PTHR1 (human) receptor agonism. HEK293 GP2 PTHR1 cells, GloSensor cAMP luminescence, 1 h. Potency, µM (titrated, usually from 115 µM), without a hit: at the highest dose activation, most hits filed as activators. hit rate 0.075% among 410,000. Q03431; note: potency is the fitted concentration of half-maximal effect; nearly all actives have a fitted effect of over 55% in size; some results filed as inactive show a strong effect at the top dose; inactives centre near -15; many of its hits are not listed in these tables
Target sequence (Q03431 whole entry, looked up): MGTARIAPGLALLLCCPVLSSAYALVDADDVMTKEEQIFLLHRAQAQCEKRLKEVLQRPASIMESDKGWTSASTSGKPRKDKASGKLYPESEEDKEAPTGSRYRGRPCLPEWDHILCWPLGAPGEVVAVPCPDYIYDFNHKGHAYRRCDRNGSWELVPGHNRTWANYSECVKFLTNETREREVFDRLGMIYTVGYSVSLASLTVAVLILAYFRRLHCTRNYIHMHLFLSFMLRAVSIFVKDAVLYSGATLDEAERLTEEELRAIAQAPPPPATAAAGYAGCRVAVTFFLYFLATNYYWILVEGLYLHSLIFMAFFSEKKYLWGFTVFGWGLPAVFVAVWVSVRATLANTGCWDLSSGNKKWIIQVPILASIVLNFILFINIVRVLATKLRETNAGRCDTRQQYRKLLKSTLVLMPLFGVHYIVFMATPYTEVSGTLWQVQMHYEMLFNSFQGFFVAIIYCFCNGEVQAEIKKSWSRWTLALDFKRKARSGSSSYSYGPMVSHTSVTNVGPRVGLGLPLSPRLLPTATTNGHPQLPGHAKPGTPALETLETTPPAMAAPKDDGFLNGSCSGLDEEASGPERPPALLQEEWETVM
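HEK-293-derived GP2 cells expressing PTHR1 and a GloSensor cAMP reporter, 3,000/well, plated overnight, given luciferin plus IBMX (each 0.5 mM as added) for 1 h at 37 °C, then compound for 1 h at 37 °C. Luminescence was read after 15 min at room temperature.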
GLP-1R agonist: GLP-1 receptor (human) agonism. HEK293 GLP-1R CRE-luciferase, luminescence, 4-6 h; cells express a hypersensitive GLP-1R form. Potency, µM (titrated, usually from 45.6 µM), without a hit: top-dose activation, most hits filed as activators. hit rate 0.007% among 380,000. AID 624172; note: potency is the fitted concentration of half-maximal effect; % of control where 0% means no effect
Target sequence (P43220 whole entry, looked up): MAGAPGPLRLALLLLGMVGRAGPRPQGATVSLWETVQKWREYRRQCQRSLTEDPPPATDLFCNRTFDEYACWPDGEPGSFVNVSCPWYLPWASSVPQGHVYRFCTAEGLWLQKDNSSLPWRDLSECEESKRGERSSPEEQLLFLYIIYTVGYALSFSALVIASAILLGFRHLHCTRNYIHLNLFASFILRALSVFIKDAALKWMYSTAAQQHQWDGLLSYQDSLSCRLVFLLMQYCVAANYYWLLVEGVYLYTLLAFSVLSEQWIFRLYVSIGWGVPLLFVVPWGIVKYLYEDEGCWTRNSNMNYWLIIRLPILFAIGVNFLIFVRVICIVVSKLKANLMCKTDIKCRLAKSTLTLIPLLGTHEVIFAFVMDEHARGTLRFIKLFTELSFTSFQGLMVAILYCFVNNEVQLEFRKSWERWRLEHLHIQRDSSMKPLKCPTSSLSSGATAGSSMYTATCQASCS
Abeta rescue: restores growth of yeast expressing A-beta42 peptide | yeast expressing A-beta42, growth rescue, OD600, 48 h; response scale: 0% DMSO, 100% iron-clioquinol control | Potency, µM (series often up to 46.1 µM), without a hit: at the highest dose growth rescue, actives largely listed as activators | hit rate 0.063% among 410,000 | AID 1347071; note: potency is the fitted concentration of half-maximal effect; nearly all actives have a fitted effect of over 55% in size
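Yeast growth medium received pinned compounds, then yeast cells expressing toxic A-beta were added; plates incubated at 30 C for 48 hr. Growth read as absorbance at 600 nm, normalized to DMSO and equimolar FeCl3 plus clioquinol controls.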
GLP-1R inv ag: inverse agonists of human GLP-1 receptor; P43220; HEK293 GLP-1R CRE-luciferase, luminescence, 24 h; GLP-1R form is constitutively active; Potency, µM (highest dose often 38.3 µM), inactives show at the highest dose activity change, negative = inhibition, actives largely listed as inhibitors; hit rate 1.6% among 410,000; AID 624417; note: potency is the fitted concentration of half-maximal effect; % is set by controls: 0 for no effect and ±100 for the full control effect; nearly all actives have a fitted effect of over 55% in size
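Stable HEK293 clone (constitutively active GLP-1R + cAMP-response luciferase); 200 cells/uL plated, 12 h pre-culture, compound 24 hr, 37 deg C/5% CO2; detection reagent 12 min RT; luminescence.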
D3 antag: D3 dopamine receptor (human) antagonism | P35462 | D3R cells, DiscoveRx beta-arrestin luminescence, antagonist mode; active compounds read low | max response, negative = inhibition, % | hit rate 2.5% among 360,000; in the data active = max response below about -50%; inconclusive = no clear call, values can overlap the other calls; note: % is set by controls: 0 for no effect and ±100 for the full control effect; mostly tested at two doses, the higher about 12 µM
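Cells expressing the human receptor were seeded at 1500 cells/well, incubated overnight at 37 degrees C in 5% CO2, then exposed to library compounds with dopamine controls for 90 minutes at 37 degrees C before luminescent detection.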
pAkt inh: blocks phosphorylation of Akt | Neuro2A IGF-stimulated pAkt S473 HTRF, 20 min; active compounds read low | activity change, % for hits at 50 µM | hit rate 0.32% among 360,000 | AID 651550; in the data active = activity change below about -80%; inconclusive = mostly about -51% to -80%; note: % is set by controls: 0 for no effect and ±100 for the full control effect
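Single-point screen (50 µM final compound) in Neuro2A cells stimulated 20 min with 6 nM IGF at 37 deg C. After lysis, Ser473-phosphorylated Akt read by HTRF (ex 330 nm, em 615/665 nm) as the 665/615 ratio.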
FUS yeast rescue: rescues growth of FUS-expressing yeast; Potency, µM (highest dose often 76.6 µM), inactives show at the highest dose growth rescue (activation), hits mostly activators; hit rate 0.24% among 390,000; S. cerevisiae FUS-expressing, growth rescue, OD600, 24 h;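 note: potency is the fitted concentration of half-maximal effect; plate controls were DMSO vehicle for no effect and reference control for full effect; nearly all actives have a fitted effect of over 55% in size; some results filed as inactive show a strong effect at the top dose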
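S. cerevisiae expressing FUS from galactose induction served as the toxicity model. Growth after 24hr at 30C, read as absorbance at 600 nm, indicates suppression of toxicity; compounds dosed at several concentrations.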
* = called active by the depositor; i = inactive; ? = inconclusive; . = not tested or not shown; & = joins results of further samples; [ ] = another dose, or the depositor's remark. Unless noted, calls come from the whole dose curve; as a rule, active = well fitted curve in the direction sought with a large enough effect; inconclusive = small, poorly fitted or top-dose-only effect, or another doubt; inactive = no such curve, though single readings can be large; an effect the other way counts as inactive or inconclusive. These rows are one share of the data, so the mix of outcomes need not match the whole.

smiles | TDP-43 yeast inh | aSyn yeast inh | PTHR1 ag | GLP-1R agonist | Abeta rescue | GLP-1R inv ag | D3 antag | pAkt inh | FUS yeast rescue
CC1CCN(c2nc(-c3ccc(F)cc3)cc(C(F)(F)F)n2)CC1 | 10% | -2% | -20% | -13% | 11% | ? | 2 | i | -16%
COc1ccc(CCNC(=O)c2ccc3c(c2)N(Cc2cccc(Cl)c2)C(=O)CS3)cc1OC | 12% | . | -35%[inhibitor] | -3% | -8% | ? | . | . | 21%
NC(=O)c1cc(N2CC2)c([N+](=O)[O-])cc1[N+](=O)[O-] | 10% | -4%&2% | -2% | -1% | 21% | -8% | -25 | i | -33%
CC(CO)(CO)N=Cc1c(O)n(-c2cccc3ccccc23)c(=O)[nH]c1=O | 7% | -6% | i | -8% | 13% | 3% | -2 | i | -3%
COc1ccc(-c2ccc3c(c2)CN(C(=O)NC2CCCCC2)Cc2cnnn2-3)cc1 | ? | 13% | -17% | 8% | -7% | ? | 15 | i | ?
CNCC1(c2ccccc2)CCCC1 | 4% | 2% | -16% | -2% | 14% | -15% | -7 | i | -5%
CCN(CC)C(=O)c1ccc(NC(=O)Cn2nc(C)c3ccccc3c2=O)cc1 | -1% | 2% | -9%[57.5 µM] | 2% | -23% | 3% | 0 | i | 22%
Cc1onc(-c2ccccc2)c1C(=O)N[C@@H]1C(=O)N2C1SC(C)(C)[C@@H]2C(=O)O (some centres undefined) | ? | 0% | -30% | 1% | -7% | 9% | 13 | i | -9%
COC1CC2C=C(C)C=CC=CC(=O)NC(c3ccccc3)CC=CCCC(O)CC(=O)C2=C1O (centres undefined) | ? | -78%[inhibitor] | -56%[inhibitor] | -5% | -93%[inhibitor] | ? | -85* | i | ?
Cc1ccc2c(c1)N(N=O)CCC2 | ? | 0% | i | 3% | 2% | 6% | 13 | i | -15%
C(=NC12CN3CN(CN(C3)C1)C2)c1cccs1 | -14% | 2% | -8%[57.5 µM] | -2% | 10% | 6% | 6 | i | -34%
CCOc1cc2c(cc1OCC)-n1cccc1C(c1cccc([N+](=O)[O-])c1)NC2 (centres undefined) | 11% | 2% | -18% | 2% | -2% | ? | -16 | i | -9%
COc1ccc2c(c1)CCc1c(C(=O)Nc3c(C)nn(Cc4ccccc4C)c3C)noc1-2 | 14% | . | -90%[inhibitor] | . | ? | 10µM* | . | . | ?
CC(C)=CCOc1c2occc2cc2ccc(=O)oc12 | ? | 2%&4% | i | ? | -5% | 18% | 2 | i | -12%
Nc1cccc(SC2CC(=O)N(c3ccc(Cl)cc3C(=O)c3ccccc3)C2=O)c1 (centres undefined) | -3% | 9% | -41%[inhibitor] | 11% | -5% | ? | 17 | i | -12%
COc1ccc(C(=O)Nc2ccc3c(c2)N(C)C(=O)c2ccccc2S3)cc1OC | 10% | . | -7% | . | 4% | ? | . | . | ?
CN(C)c1ccc(C(=O)c2ccc(N(C)C)cc2)cc1 | -3% | 5% | -4% | 14% | 21% | ? | -11 | i | 13%
c1ccc(CNC2CN3CCC2CC3)cc1 (centres undefined) | -4% | 3% | i | -4% | 6% | -19% | 20 | i | 8%
O=C(CF)N(O)c1ccc(C=Cc2ccccc2)cc1 | 0% | 5% | -9% | -14% | 3% | ? | ? | i | .
CC(=O)c1c(C)n(Cc2ccccc2)c2ccc(O)cc12 | 14% | -2% | -31%[inhibitor] | 4% | 8% | 1% | 29 | i | 0%
CCCCC(=O)C1C(=O)NC(=O)NC1=O | -7% | 4% | i | -10% | -10% | 1% | 7 | i | -8%
CC12CCC3C(CC=C4CC5(CCC43C)OCCO5)C1CCC2=O (centres undefined) | -10% | 15% | -3% | 0% | 14% | 42% | -26 | i | 27%
CS(=O)(=O)c1ccc(C2=C(CNC(=O)c3cccnc3)[C@H]3CC[C@@H](C2)N3Cc2ccco2)cc1 | 0% | 12% | -16% | -10% | -6% | 14% | 9 | i | -22%
CCCc1ccc(OCC(=O)Nc2ccc(Cl)cc2C(=O)c2ccccc2)cc1 | 14% | . | -20% | . | 12% | 9% | . | . | -8%
Cc1nn(Cc2ccccc2)c(C)c1C(=O)OCC(=O)Nc1ccccc1SCC#N | 3% | 9% | i | -1% | 0% | 2% | -29 | i | 23%
c1ccc2c(c1)cc1ccc3cccc4ccc2c1c34 | 7% | -4% | i | -15% | -6% | 40%[activator] | -11 | i | -12%
CC(=O)c1cccc(OCC(O)CN2CC=C(c3ccccc3)CC2)c1 (centres undefined) | 16% | 6% | i | 3% | 4% | -16% | 9 | i | 15%
FC(F)(F)c1ccccc1N1CC1c1ccncc1 (centres undefined) | -18% | 0% | -10% | -2% | -7% | -20% | -7 | i | -47%
Cc1ccccc1-n1c(O)c(/C=N/Nc2nc3c(c(=O)n(C)c(=O)n3C)n2C)c(=O)[nH]c1=S | -1% | -14% | i | -10% | 5% | 9% | -13 | i | .
COc1ccc(CCN)cc1OC | 2% | 0% | -18% | -4% | -6% | 10% | 12 | i | -15%
Cc1ccc(C2=NC(C)(C)N3C2C3c2ccc([N+](=O)[O-])cc2)cc1 (centres undefined) | 3% | 6% | -4% | -2% | -7% | 21% | 2 | i | .
COc1cc(C2SCC(=O)Nc3c2c(=O)[nH]n3C2CCCCCC2)cc(OC)c1OC (centres undefined) | -12% | 2% | i | 1% | -3% | 0% | 6 | i | 26%
C=CCn1c(O)c(/C=N/N2CCOCC2)c(=O)[nH]c1=S | -1% | -2% | i | 2% | -16% | 17% | 8 | i | -12%
O=C(CCn1c(=O)oc2ccccc21)N1CCN(c2ccccc2Cl)CC1 | 13µM* | 7% | 0%[57.5 µM] | 7% | 1% | ? | -13 | i | 28%
COc1ccc(NC(=O)CN2C(=O)C(C)N=C(c3ccccc3)c3ccccc32)cc1OC (centres undefined) | 30% | . | i | . | 6% | -22% | . | . | 19%
COC12CCC3(CC1C(C)(O)C(C)(C)C)[C@H]1Cc4ccc(O)c5c4[C@@]3(CCN1CC1CC1)C2O5 (some centres undefined) | 0% | 0% | i | -6% | -24% | ? | 15 | i | -25%
CC(=O)N(C1=NCCCS1)c1ccccc1F | -21% | 0% | i | -8% | 4% | 1% | 8 | i | -14%
C=CCC1(Cc2ccsc2)C(=O)NC(=O)NC1=O | 1% | -2% | i | -5% | -3% | 25% | 0 | i | .
Cc1ccc(S(=O)(=O)CC(C)(O)C(=O)Nc2cccc(C(F)(F)F)c2)cc1 (centres undefined) | 4% | 0% | i | 11% | 5% | 3% | ? | i | 27%
CC(Cc1ccccc1)NC(=O)Cc1ccc([N+](=O)[O-])cc1 (centres undefined) | 11% | 8% | i | 2% | 10% | -1% | 29 | i | -3%
c1ccc(N2Cc3ccccc3-n3nncc3C2)nc1 | 0% | 8% | i | 10% | -16% | 13% | -20 | i | 13%
COc1ccccc1OCCCn1cc(C(=O)c2ccco2)c2ccccc21 | ? | -4% | i | 1% | -8% | 0% | -10 | i | 46%
O=C1CN=C(c2ccccc2)c2cc(Cl)ccc2N1Cc1ccc(Cl)cc1 | 0%[9.22 µM] | . | -34%[inhibitor] | . | ? | ? | . | . | 38%
C/C(=N\N1CCCCC1c1cccnc1)c1c(O)n(C2CCCCC2)c(=S)[nH]c1=O (centres undefined) | 0% | -6% | -26% | -4% | 5% | ? | 11 | i | .
O=S(=O)(c1cccc2ccccc12)N1Cc2ccccc2-n2nncc2C1 | 20µM* | 0% | -37%[inhibitor] | 10% | 1% | -17% | 24 | i | 23%
CCCCOC(=O)c1ccccc1N | 24% | 3% | i | -5% | 17% | 2% | 16 | i | -30%
COc1ccc(-c2nn(-c3ccccc3)cc2C(=O)N2c3ccc(C)cc3C3CN(C)CCC32)cc1 (centres undefined) | -29% | 1% | i | 9% | -6% | 14µM* | 1 | i | 14%
C[C@H]1CN([C@@H](C)CO)C(=O)CCCn2nncc2CO[C@H]1CN(C)C(=O)Oc1ccc2ccccc2c1 | 23% | 1% | -38%[inhibitor] | -6% | -6% | 11% | 9 | i | 23%
O=C(C[N+]12CCN(CC1)CC2)NCCc1ccc(Cl)cc1Cl | -21% | -3% | i | 6% | -13% | 0% | -4 | i | 17%
CCOC(=O)c1ccc2c(c1)N(CC)C(=O)c1ccccc1S2 | 11% | 10% | -94%[inhibitor] | 7% | -11% | ? | -5 | i | 7%
Cn1cc(C(=O)NCc2ccccc2)c2ccccc21 | 19% | 5% | -57%[inhibitor] | 0% | 15% | 3% | -6 | i | 22%
Cc1cc(C(=O)OCC(=O)Nc2c(F)cccc2F)c(C)n1C1CC1 | -1% | 0% | i | -10% | 6% | 7% | 7 | i | -14%
COC(=O)C1=C(c2ccc3ccccc3c2)C[C@@H]2CC[C@H]1N2C(=O)N1CCCC1 | ? | -2% | -91%[inhibitor] | 8% | 4% | ? | -7 | i | 30%
CCN(CC)c1ccc(/C=C/[N+](=O)[O-])cc1 | -90%[inhibitor] | -61%[inhibitor] | -32% | -2% | -52%[inhibitor] | ? | -14 | i | 28%
CC(C)c1ccc(NC(=O)Cn2c(=O)oc3cc(S(=O)(=O)N4CCCC4)ccc32)cc1 | -38% | -6% | -86%[inhibitor] | 0% | -18% | ? | . | . | 32%
CCc1ccc(/C=C(/C#N)C(N)=S)cc1 | 6% | -6% | i | 0% | 24% | -11% | -15 | i | .
Clc1ccc(C(OCCN2CCCCC2)c2ccccc2)cc1 (centres undefined) | 28% | -6% | -23% | 6% | -13% | 1% | -18 | i | -27%
CC(C)(C)n1nnnc1C(CCc1ccccc1)N1CCC(n2c(=O)[nH]c3ccccc32)CC1 (centres undefined) | 16% | 10% | -7% | -20% | -4% | ? | 23 | i | ?
CC(C)CN1CCN(Cc2c(F)cccc2Cl)CC1CCO (centres undefined) | -1% | -4% | -6% | 7% | -8% | -3% | -9 | i | 2%
CN(C(=O)Oc1cccc2ccccc12)C1C=CCC1 (centres undefined) | 4% | 20% | i | 15% | -23% | ? | -5 | i | 14%
